# Screens: PubChem BioAssay, National Center for Advancing Translational Sciences (NCATS)
# FEN1 inhibitor: inhibitors of human flap endonuclease 1; P39748; Potency, µM (doses to about 114 µM), for inactives: top-dose activity change, negative = inhibition, actives largely listed as inhibitors; actives 0.35% (n = 390,000); Recombinant FEN1 flap cleavage, fluorescence, 15 min; active means well fitted inhibition curve with a large enough effect; inconclusive means small, poorly fitted or top-dose-only effect; inactive means no such curve, though single readings can be large or run the other way; further: nearly all actives have a fitted effect of over 65% in size
# Target sequence (P39748 whole entry, looked up): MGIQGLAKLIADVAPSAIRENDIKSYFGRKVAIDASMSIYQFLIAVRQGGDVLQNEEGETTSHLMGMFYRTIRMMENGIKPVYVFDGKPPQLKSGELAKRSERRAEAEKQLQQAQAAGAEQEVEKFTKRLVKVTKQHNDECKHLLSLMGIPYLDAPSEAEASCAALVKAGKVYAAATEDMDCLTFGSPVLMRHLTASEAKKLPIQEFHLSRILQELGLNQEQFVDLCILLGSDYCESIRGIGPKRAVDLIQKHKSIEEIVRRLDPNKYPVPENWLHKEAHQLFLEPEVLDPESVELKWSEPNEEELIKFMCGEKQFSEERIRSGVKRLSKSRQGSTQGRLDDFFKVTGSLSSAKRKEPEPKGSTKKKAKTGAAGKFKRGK
#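 Enzyme 10 nM, 15 min RT preincubation with compound; start with substrate 50 nM final; reads at 0 and 15 min; qHTS titration, four-parameter Hill fit.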
# Numbers without * were called inactive; ? = inconclusive; [ ] = another dose, or the depositor's remark. On the % scale 0 is the no-effect control and ±100 the full control effect; potency means the concentration at half of the fitted maximal effect.
SMILES,FEN1 inhibitor
Cc1cc(C)cc(Oc2coc3cc(OCC(=O)NC4CCCCC4)ccc3c2=O)c1,3.7%
Nc1nc(N)c2[nH]cnc2n1,2.6%
Cc1onc(-c2ccccc2)c1C(=O)NCc1ccc(F)cc1,38.0%[activator]
COc1ccc(-c2nc(CN3CCC(C(=O)NC4CCCc5ccccc54)CC3)c(C)o2)cc1OC (stereo not drawn),4.3%
C(=Nc1cnc2ccccc2c1)c1ccncc1,-6.9%
Nc1c(C(=O)Nc2ccc(F)c(F)c2)sc2nc(-c3ccncc3)ccc12,7.0%
C=CCn1c(COc2cccc(C)c2)nnc1SCC(=O)c1c(N)n(C)c(=O)n(C)c1=O,-3.4%
CCCCNc1ccc2c(c1)C1CC2CCN1C(=O)OCc1ccccc1 (stereo not drawn),0.0%
CN(C)c1ccc(/C=C2\C=Cc3ccccc32)c(F)c1,-13.4%
Cc1sc2ccccc2[n+]1CCC[n+]1c(C)sc2ccccc21,-26.9%
O=C(Nc1ccc2oc(-c3cccnc3)nc2c1)c1cccc(Br)c1,-0.6%
Cc1noc(C)c1COc1ccc(C(=O)N2CCN(S(=O)(=O)c3ccc(F)cc3)CC2)cc1,7.7%

# In the list so far, four have sulfur.
SMILES,FEN1 inhibitor
Nc1c(C(=O)Nc2ccc(F)c(F)c2)sc2nc(-c3ccncc3)ccc12,7.0%
C=CCn1c(COc2cccc(C)c2)nnc1SCC(=O)c1c(N)n(C)c(=O)n(C)c1=O,-3.4%
Cc1sc2ccccc2[n+]1CCC[n+]1c(C)sc2ccccc21,-26.9%
Cc1noc(C)c1COc1ccc(C(=O)N2CCN(S(=O)(=O)c3ccc(F)cc3)CC2)cc1,7.7%

# A few values from the list.
# O=C(Nc1ccc2oc(-c3cccnc3)nc2c1)c1cccc(Br)c1 in FEN1 inhibitor reads -0.6%
# CN(C)c1ccc(/C=C2\C=Cc3ccccc32)c(F)c1 in FEN1 inhibitor reads -13.4%
# Cc1noc(C)c1COc1ccc(C(=O)N2CCN(S(=O)(=O)c3ccc(F)cc3)CC2)cc1 in FEN1 inhibitor reads 7.7%
# Cc1onc(-c2ccccc2)c1C(=O)NCc1ccc(F)cc1 in FEN1 inhibitor reads 38.0%[activator]

# Next records
SMILES,FEN1 inhibitor
COC(=O)C1(C)CCC(C(=O)Nc2ccccc2)C1(C)C (stereo not drawn),0.6%
O=C(Cc1ccc(NC(=O)C2CCCN(C(=O)C3CC3)C2)cc1)Nc1cccc(C(=O)N2CCCCC2)c1 (stereo not drawn),5.0%
COc1ccccc1CNS(=O)(=O)CCNC1CC1,-14.0%
Cc1onc(-c2ccccc2)c1C(=O)Nc1ccc(NC(=O)c2c(-c3ccccc3)noc2C)cc1,14.5%
O=C(c1cc(COc2cccc(C(F)(F)F)c2)on1)N1CCc2ccccc2C1,-21.4%
Cc1ccc(S(=O)(=O)N(C)C[C@@H]2Oc3ccc(NS(=O)(=O)c4ccccc4)cc3CC(=O)N([C@@H](C)CO)C[C@H]2C)cc1,-16.0%
C/C(=C\C(=O)c1ccccc1)Nc1ccc(Cl)c(Br)c1,10.6%
O=C(Nc1ccccc1C(=O)Nc1ccccc1)c1ccccc1Br,0.6%
Oc1ccc(C[C@H]2CNC(=S)N2CC2CCCN2C[C@H](Cc2ccc(O)cc2)N2C[C@H](Cc3ccc(O)cc3)N(CC3CCCCC3)C2=S)cc1 (stereo partly drawn),-2.4%
COCCOC(=O)N1CCN(/[N+]([O-])=N/Oc2ccc([N+](=O)[O-])cc2[N+](=O)[O-])CC1,-1.2%
Cc1nc2c(C)cccn2c1/C(O)=C1\C(=O)C(=O)N(CCN(C)C)C1c1cccs1 (stereo not drawn),-0.6%
CCOC(=O)c1cnc2ccc(C(=O)OC)cc2c1Nc1ccccc1CC,-10.4%
CN1C[C@H]2CON(C)[C@H]2C[C@H]1c1cccc(N2CCOCC2)c1,0.4%
C#CCOCCOCCOCCNc1nc(N2CCN(C(=O)Cn3cc(CCO)nn3)CC2)nc(N2CCN(C(=O)Cn3cc(CCO)nn3)CC2)n1,-1.8%
Cc1nc(C#N)nc(Oc2ccccc2)c1Cl,11.0%
O=C(c1ccccc1)C1N=NCC1c1ccc(Cl)cc1 (stereo not drawn),-11.2%
CC1(c2nnc(-c3ccncc3)o2)CC(c2cccc(Cl)c2)=NO1 (stereo not drawn),-8.4%
COc1cccc(NC(=O)CN(C)C(=O)CC2CCCC2)c1,12.5%
COc1cccc2c1C(=O)c1c(O)c3c(c(O)c1C2=O)CC(O)(C(C)=NNC(=O)c1ccc(Cl)c(Cl)c1)CC3OC1CC(N)C(O)C(C)O1 (stereo not drawn),44.7µM*
O=C1Nc2ccc3c(c2C1=Cc1cc2c(cc1Br)OCO2)OCO3,-14.5%
C=CCn1c(SCCN)nnc1-c1cccc(S(=O)(=O)N2CCOCC2)c1,-2.1%
CCCCN1CC[C@H]2C=CC[C@@H](C(=O)NCc3cccnc3)[C@H]2C1=O,-4.1%
CC[C@]1(C(=O)OC)[C@H]2C(=O)N(C)C(=O)[C@H]2[C@H]2CN(C)C(=NC)N21,-3.1%
CC(=O)OCC(=O)C1(O)CCC2C3CC(F)C4=CC(=O)CCC4(C)C3C(O)CC21C (stereo not drawn),13.5%
Nc1ccc2c(c1)C(=Cc1cccnc1)c1ccccc1-2,?
O=C(Nc1ccc([N+](=O)[O-])c(NC(=O)c2cccnc2)c1)c1cccnc1,-18.0%
O=C1OC(c2ccccc2)(c2cc(Br)c(O)c(Br)c2)c2ccccc21 (stereo not drawn),-6.2%
COc1cc(N)c2ncccc2c1Cl,-17.6%
NC(=S)c1ccc[n+]([O-])c1,-2.0%
CCOC1=CC(=O)N(Cc2ccccc2)C1,3.1%
CC(Cc1ccccc1)N1CCCC1=O (stereo not drawn),0.2%
COC(=O)CNC(=O)C1Nc2ccc(OC(F)(F)F)cc2C2C=CCC12 (stereo not drawn),-2.4%
C=CCC1(C(=O)N(C)Cc2ccccc2)CCN(C(=O)OC(C)(C)C)CC1,-2.0%
Cc1ccccc1Sc1ccc(N)cn1,15.0%
CCN(C(=O)COC(=O)c1ccccc1Oc1ccccc1)c1c(N)n(Cc2ccccc2)c(=O)[nH]c1=O,-4.5%
COc1cc(C(=O)NCCNC(=O)c2ccco2)cc(OC)c1OC,-3.9%
OCc1ccc(-c2ccccc2)c(-c2ccccc2)c1,-20.4%
COc1ccc(Nc2cc(C)nc3ncnn23)cc1,14.6%
O=C(COc1ccccc1C(=O)Nc1ccccc1)Nc1ccccc1-c1ccccc1,-10.2%
Clc1nc(NCCc2ccccc2)c2cn[nH]c2n1,-3.2%
Cc1cc(N(C)C)ccc1/C=C/c1ccnc2ccccc12,-10.4%
O=[N+]([O-])c1cccc2[nH]cnc12,-19.7%
CCC1([N+](=O)[O-])COC(c2ccc(Cl)cc2)OC1 (stereo not drawn),6.6%
COc1ccc(/C=C2\SC(=S)N(CCCC(=O)NC3CCCC3)C2=O)cc1OC,20.4%
O=C(c1ccc(Cl)cc1)N1CCC2CC1c1cc(-c3ccccc3)ccc12 (stereo not drawn),4.8%
CC(=O)Nc1ccc(NC(=O)COC(=O)c2ccccc2OCc2cccc(Br)c2)cc1,-0.4%
Cc1c(CCNC=O)cc(C)c2c3c(oc12)CCCC3,-0.8%
CC(=NNC(=S)Nc1cccc(C)c1)c1ccccn1,1.7%
Oc1ccc(Cl)cc1Nc1nc(NCC2CCCO2)c2ccccc2n1 (stereo not drawn),-9.2%
O=[N+]([O-])c1ccc(/C=C/c2ccc3cccnc3c2)cc1,-2.2%
Cc1cc2c(cc1C)N(C(=O)CCl)CCN2C(=O)CCl,4.0%
COc1ccccc1C(=O)N/N=C(\C)c1cccnc1,-3.9%
CC(C)(C)S(=O)N1Cc2cc(=O)n(Cc3ccccc3)c(CCO)c2[C@@H]1CCO (stereo partly drawn),-1.1%
CC[C@H](C)[C@H](NC(=O)OCc1ccccc1)C(=O)OCC(=O)N1CCN(c2ccc(OC)cc2)CC1,7.2%
CNS(=O)(=O)c1ccc(CCC(=O)N2CCOCC2)cc1,19.1%
CCNc1nc(NCc2ccco2)c2ccccc2n1,-4.9%
CCN(CC)S(=O)(=O)c1ccc(C(O)=C(C#N)c2nc3ccccc3n2C)cc1,-3.3%
O=C(C[n+]1cccc2cccc(O)c21)c1ccc(F)cc1,0.2%
CCN(c1ccc(NC(=O)COC(=O)C2CCN(c3ccc(C(F)(F)F)cn3)CC2)cc1)C(C)C,?
COc1c[nH]n(-c2ccccc2)c(=O)c1=O,-6.0%
# The list continues.
SMILES,FEN1 inhibitor
CCCOC(=O)CSc1ncnc2sc3c(c12)CCC(C)C3 (stereo not drawn),2.0%
COc1ccc(C(=O)N2CCN(S(=O)(=O)c3ccc(Cl)cc3)CC2)cc1S(=O)(=O)N1CCOCC1,-3.4%
C#CCOCCOCCOCCNc1nc(N2CCN(C(=O)Cn3cc(CC(C)O)nn3)CC2)nc(N2CCN(C(=O)[C@H](CCCCN)n3cc(CC(C)O)nn3)CC2)n1 (stereo partly drawn),11.7%
CCN1CCCC1CNC(=O)Cn1cc(C)c(=O)[nH]c1=O (stereo not drawn),17.0%
CC[C@]1(C(=O)OC)[C@H]2C(=O)N(C)C(=O)[C@H]2[C@H]2CN=C(SC)N21,-0.9%
Fc1ccccc1CSc1ncnc2c1ncn2C1CCCCO1 (stereo not drawn),-21.2%
CC12CCC(=O)N1C(C(=O)Nc1ccccc1N1CCCC1)CS2 (stereo not drawn),-2.3%
CCOC(=O)[C@@H]1CSCCS(=O)(=O)N1Cc1ccccc1Br,-5.5%
COc1cc2c(NC3CCN(C)CC3)nc(N3CCCN(C)CC3)nc2cc1OCCCCN,10µM*
N#CCC(=O)Nc1ccc(C(=O)OC(C(=O)Nc2ccc([N+](=O)[O-])cc2Br)c2ccccc2)cc1 (stereo not drawn),-3.2%
CCN(C(=O)CSc1nc2cc(C(=O)O)ccc2c(=O)n1-c1ccccc1F)C1CCS(=O)(=O)C1 (stereo not drawn),-6.5%
COc1ccccc1C=NN=C(NN=Cc1ccccc1OC)NN=Cc1ccccc1OC,-9.4%
O=C1c2cccc(NCCNCCO)c2C(=O)c2cccc(NCCNCCO)c21,3.98µM*
CCc1cccc(OCC(=O)Nc2ccc(S(=O)(=O)Nc3cc(C)nc(C)n3)cc2)c1,15.6%
CC(C)(C)n1ncc2c(=O)n(Cc3ccc(F)cc3F)cnc21,-19.0%
CCCCCn1c(=N)c(S(=O)(=O)c2ccccc2)cc2c(=O)n3cccc(C)c3nc21,-20.6%
CCOc1ccc(N(CC(=O)NC2CCCCC2)C(=O)CNC(=O)c2ccco2)cc1,0.7%
COc1ccc(-c2noc3c2-c2nc(C(C)C)sc2CC3)cc1,-5.3%
COc1ccc(S(=O)(=O)N2CCOCC2)cc1C(=O)NCc1c(C)nn(Cc2ccccc2)c1C,2.7%
C=COC(=O)NC1CCc2cc(OC)c(OC)c(OC)c2-c2ccc(SC)c(=O)cc21 (stereo not drawn),-4.5%
COc1cccc(C2c3c(oc4ccccc4c3=O)C(=O)N2CCCN2CCOCC2)c1OC (stereo not drawn),-7.4%
CCOC(=O)c1cc2c(c(-c3ccccc3)n1)[C@@H](CCO)N(S(=O)(=O)C(C)(C)C)C2,18.9%
CN(C)c1nc(N)c2nccnc2n1,0.5%
Cc1ccc(C(=O)NNC(=S)NC(=O)c2ccccc2)cc1,-3.8%

# Reprinted from the part before: 5 entries, then new ones.
SMILES,FEN1 inhibitor
C=COC(=O)NC1CCc2cc(OC)c(OC)c(OC)c2-c2ccc(SC)c(=O)cc21 (stereo not drawn),-4.5%
COc1cccc(C2c3c(oc4ccccc4c3=O)C(=O)N2CCCN2CCOCC2)c1OC (stereo not drawn),-7.4%
CCOC(=O)c1cc2c(c(-c3ccccc3)n1)[C@@H](CCO)N(S(=O)(=O)C(C)(C)C)C2,18.9%
CN(C)c1nc(N)c2nccnc2n1,0.5%
Cc1ccc(C(=O)NNC(=S)NC(=O)c2ccccc2)cc1,-3.8%
CC(C)(CCC(=S)N1CCOCC1)c1ccccc1,4.9%
Cc1ccc(CNn2cn[nH]c2=S)cc1,17.5%
CC1(C)C=Cc2cc(-c3coc4cc(O)cc(O)c4c3=O)cc(O)c2O1,6.8%
NC(=O)c1ncn([C@@H]2O[C@H](CNCc3ccc(OCC(=O)Nc4ccccn4)cc3)[C@@H](O)[C@H]2O)n1,-6.7%
CCCCN(C(=O)CCN1C(=O)C2CC=CCC2C1=O)c1c(N)n(CCCC)c(=O)[nH]c1=O (stereo not drawn),1.6%
CCS(=O)(=O)c1c(S(=O)(=O)CC)c2cc(C(C)(C)C)ccn2c1C(=O)c1ccc(F)cc1,0.2%
Cc1nnc(SCc2cc(=O)[nH]c(N3CCCCC3)n2)s1,-1.9%
CCSC(=O)N1c2ccc(OC)cc2C=CC1C#N (stereo not drawn),-15.4%
COC(=O)CC1(C(=O)OC)Oc2ccccc2C(=O)N1c1ccc(F)cc1F (stereo not drawn),6.9%
O=C1c2ccccc2C(O)(c2ccccc2)N1c1ccc([N+](=O)[O-])cc1Cl (stereo not drawn),1.8%
Cc1cn(CC(=O)N(C)Cc2ccco2)c(=O)[nH]c1=O,13.9%
COc1ccc(OCc2cn(CC(=O)c3ccc(O)cc3)nn2)cc1,-23.9%
CC1CCCN(Cc2c(O)ccc3c(=O)c(-c4ccccc4Cl)c(C(F)(F)F)oc23)C1 (stereo not drawn),-3.9%
Cc1cc(C)c(NC(=O)CCN2CCN(Cc3ccccc3)CC2)c(C)c1,3.4%
CCOC(=O)CN1C(=O)S/C(=C/c2cc(C)n(C)c2C)C1=O,-17.4%
COc1ccc(NC(=O)C(C)N(c2ccccc2)S(C)(=O)=O)cc1 (stereo not drawn),17.8%
COc1ccc(C=C(C(=O)O)c2ccc(OC)cc2)cc1,6.0%
COc1ccc(OCC(=O)NCc2nc(-c3ccccc3)no2)cc1,-5.0%
Cc1ccc(-c2nc3c(c(SCC(=O)N4CCOCC4)n2)COC(C)(C)C3)cc1,2.4%

# The list is partial. The share of hits here may be higher or lower than overall.
